Compound activity from PubChem BioAssay.
proCasp3 act: procaspase-3 (human) activation. AID 463141. activation, % at 8.5 µM. recombinant procaspase-3 D3A, Ac-DEVD-pNA absorbance 405 nm. actives 0.11% (n = 330,000). P42574;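 active = activation above the mean of all tested compounds plus 3 SD, cut at about 21% in these data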;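 note: 0% = DMSO alone and 100% = DMSO wells spiked with extra 5 µM PC-3 D3A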
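Assay system: Procaspase-3 D3A mutant, all three cleavage aspartates alanine. Buffer or medium: Zinc-free HEPES saline buffer with Triton X-100. Times: 1 h compound preincubation, 2 h substrate hydrolysis at 25 °C. Measured by: 405 nm absorbance of p-nitroaniline, reads at 0 and 120 min. Read-out basis: percent activation relative to control range. Replicates: singlicate.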
CIT2 TOR yeast: yeast TOR pathway CIT2-GFP modulation; S. cerevisiae CIT2-GFP strain, flow cytometry, 3 h; 100 means same as DMSO wells; actives 0.065% (n = 320,000); GFP response vs DMSO, % at 10 µM;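 active = GFP response relative to DMSO above a set limit, near the screen mean plus 3 SD, cut at about 150% in these data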;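 note: ratio of well median GFP fluorescence to mean of DMSO wells on the plate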
MEP2-GFP yeast: alters MEP2-GFP fluorescence in TOR pathway yeast screen; GFP response vs DMSO, % at 10 µM; actives 0.51% (n = 330,000); S. cerevisiae MEP2-GFP strain, flow cytometry GFP, 3 h; 100% = DMSO control level; AID 2016;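 active = GFP response versus DMSO above a set limit, roughly screen mean plus 3 SD, cut at about 180% in these data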;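 note: median GFP fluorescence of the barcode-gated MEP2-GFP cells per well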
AHR act: activates the human aryl hydrocarbon receptor; P35869; AHR-responsive luciferase reporter cells, luminescence; activation, % at 5 µM; actives 2.5% (n = 320,000); AID 2796; in the data active = activation above about 47%;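 note: 0% = vehicle wells and 100% = reference agonist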
Target sequence (P35869 whole entry, looked up): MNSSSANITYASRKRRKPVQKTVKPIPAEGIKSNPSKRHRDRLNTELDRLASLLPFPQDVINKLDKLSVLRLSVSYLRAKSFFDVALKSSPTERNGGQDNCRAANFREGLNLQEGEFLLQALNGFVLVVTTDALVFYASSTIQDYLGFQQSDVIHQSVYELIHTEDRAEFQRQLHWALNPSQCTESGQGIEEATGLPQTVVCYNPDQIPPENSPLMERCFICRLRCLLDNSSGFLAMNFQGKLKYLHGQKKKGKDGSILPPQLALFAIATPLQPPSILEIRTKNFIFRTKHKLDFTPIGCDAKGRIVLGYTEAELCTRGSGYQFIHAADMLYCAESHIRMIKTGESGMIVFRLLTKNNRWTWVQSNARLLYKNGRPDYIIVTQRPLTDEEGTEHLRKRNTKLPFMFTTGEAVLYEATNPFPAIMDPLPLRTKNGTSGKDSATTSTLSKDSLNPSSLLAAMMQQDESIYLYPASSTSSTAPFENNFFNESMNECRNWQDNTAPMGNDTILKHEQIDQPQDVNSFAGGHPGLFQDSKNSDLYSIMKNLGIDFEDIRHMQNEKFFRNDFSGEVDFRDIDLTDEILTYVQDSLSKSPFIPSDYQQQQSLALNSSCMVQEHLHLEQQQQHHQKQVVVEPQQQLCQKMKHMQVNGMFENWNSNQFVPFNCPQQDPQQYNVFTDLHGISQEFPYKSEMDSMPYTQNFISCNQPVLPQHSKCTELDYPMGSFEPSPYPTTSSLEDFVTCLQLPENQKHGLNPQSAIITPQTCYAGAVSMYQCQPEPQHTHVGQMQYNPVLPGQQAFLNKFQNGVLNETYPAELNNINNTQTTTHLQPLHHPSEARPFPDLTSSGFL
RPL19A TOR yeast: alters RPL19A-GFP fluorescence in TOR pathway yeast screen; S. cerevisiae RPL19A-GFP strain, flow cytometry, 3 h; active compounds read low; AID 2025; percent response vs DMSO, % at 10 µM; actives 0.3% (n = 330,000);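 active = percent response vs DMSO below 50%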;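 note: median channel GFP fluorescence of the barcoded RPL19A-GFP strain; ratio of sample median GFP to plate DMSO average so 100% = DMSO; lower means less RPL19A-GFP as with rapamycin TOR inhibition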
LAP4-GFP MLPCN: yeast TOR pathway LAP4-GFP modulation. S. cerevisiae LAP4-GFP multiplex, flow cytometry GFP, 3 h; median GFP as percent of DMSO wells. GFP response vs DMSO, % at 10 µM. actives 0.34% (n = 320,000);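 active = GFP response vs DMSO above a set limit, about the screen mean plus 3 SD, cut at about 150% in these data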
AGP1-GFP MLPCN: modulators of TOR pathway AGP1-GFP in S. cerevisiae. S. cerevisiae AGP1-GFP multiplex flow cytometry, 3 h; GFP as percent of DMSO wells. GFP response vs DMSO, % at 10 µM. actives 0.02% (n = 320,000);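 active = GFP response relative to DMSO above a set limit, near screen average plus 3 SD, cut at about 150% in these data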;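 note: median GFP channel fluorescence of the gated AGP1 strain per well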
proCasp7 act: activates human procaspase-7, counter-screen for procaspase-3 activators; recombinant procaspase-7, Ac-DEVD-pNA absorbance 405 nm; D23A/D198A/D206A triple mutant, cannot self-cleave; scale: DMSO 0, 5 µM enzyme 100; P55210; activation, % at 8.5 µM; actives 0.093% (n = 330,000); AID 463210;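 active = percent activation above the screen-wide mean plus 3 SD, cut at about 25% in these data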
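signal = Epi-absorbance of released pNA at 405 nm, two timepoints | assay system = Uncleavable procaspase-7 mutant enzyme | reagent = Ac-DEVD-pNA substrate, 400 µM as added | times = 1 h enzyme–compound preincubation and 2 h substrate reaction, both 25 °C | benchmarks = low DMSO alone, high DMSO plus 5 µM PC-7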
* = called active by the depositor; nt = not tested or not shown. Compounds were not picked by outcome; 3.5% or so of the library scored in one or more.

Values run as follows: proCasp3 act	CIT2 TOR yeast	MEP2-GFP yeast	AHR act	RPL19A TOR yeast	LAP4-GFP MLPCN	AGP1-GFP MLPCN	proCasp7 act
1) O=C(NCc1nc2ccccc2[nH]1)C1=C[C@H](c2ccc3c(c2)OCO3)C[C@H](OCc2ccc(CO)cc2)O1
→ 8	81	86	6	94	100	80	-5
2) COC(=O)Nc1ccc(SCC(=O)c2ccc(Cl)cc2)cc1
→ -2	83	92	7	87	107	88	-3
3) COc1ccc([N+](=O)[O-])cc1N(CC(O)CN1CCCCC1)S(=O)(=O)c1ccc(C)cc1 (stereo not drawn)
→ -4	84	95	3	96	96	91	-11
4) CCCCC1=CC2=C(c3ccco3)C(=O)C(C)(OC(=O)c3ccc(OC)cc3)C(=O)C2=CN1CCOC (stereo not drawn)
→ -3	70	97	1	102	112	86	-6
5) CCOc1ccc(S(=O)(=O)NCCC(=O)N2CCCCCCC2)cc1
→ 1	108	109	0	106	104	114	-2
6) COC(=O)CC1C(=O)NCCN1C(=O)c1cc([N+](=O)[O-])ccc1Cl (stereo not drawn)
→ 6	115	108	0	110	85	109	6
7) CC[C@H]1OC(=O)[C@H](C)[C@@H](O[C@H]2C[C@@](C)(OC)[C@@H](O)[C@H](C)O2)[C@H](C)[C@@H](O[C@@H]2O[C@H](C)C[C@H](N(C)C)[C@H]2O)[C@](C)(O)C[C@@H](C)CN(C)[C@H](C)[C@@H](O)[C@]1(C)O
→ 5	91	105	-1	102	102	96	9
8) Cn1cc(S(=O)(=O)N2CCC(Cc3ccccc3)CC2)c(=O)n(C)c1=O
→ 4	96	97	1	99	105	101	-1
9) C=C(C)Cn1c(CCNC(=O)C(C)C)nc2ccccc21
→ 10	102	99	0	99	93	99	10
10) CS(=O)(=O)Nc1ccc(C(=O)N2CCN(c3ccccc3F)CC2)cc1
→ 2	98	98	0	97	99	100	13
11) CCOc1ccccc1C(=O)N1CCC(C(=O)c2ccc(F)cc2)CC1
→ 8	96	103	0	96	99	102	1
12) O=C(NCCCN1CCOCC1)c1ccccc1NS(=O)(=O)c1ccc(F)cc1
→ 1	100	91	1	97	102	90	12
13) O=C(N/N=C/c1ccccc1F)NC1CCCCC1
→ -4	93	95	7	98	92	90	0
14) COc1cccc(N2CCN(C(=O)CCc3nnc4ccc(N5CCOCC5)nn34)CC2)c1
→ 15	112	103	3	108	111	106	-8
15) COc1ccc(NC(=O)Cn2c3ccccc3c3nc4n(c(=O)c32)CCS4)cc1
→ 7	96	102	0	104	97	106	7
16) Cc1cc(C)c(S(C)(=O)=O)c(Oc2ccccc2C)n1
→ 13	89	97	-3	94	90	91	-3
17) CCCn1c(Sc2nnnn2-c2ccccc2)n[nH]c1=O
→ 0	97	97	1	92	100	nt	-5
18) CCN1C(=O)N(CC)c2cccc3cccc1c23
→ 4	107	107	2	107	98	109	-2
19) CSc1nnc(NC(=O)c2nc(S(=O)(=O)Cc3ccccc3)ncc2Cl)s1
→ 9	122	109	-3	105	99	107	-2
20) CCN=c1sc(C(=O)OC)cc(=O)n1CC
→ -9	87	94	0	94	95	90	6

Record cards, from the list above. Values in the order: proCasp3 act	CIT2 TOR yeast	MEP2-GFP yeast	AHR act	RPL19A TOR yeast	LAP4-GFP MLPCN	AGP1-GFP MLPCN	proCasp7 act
CCCCC1=CC2=C(c3ccco3)C(=O)C(C)(OC(=O)c3ccc(OC)cc3)C(=O)C2=CN1CCOC (stereo not drawn) is listed as -3	70	97	1	102	112	86	-6
COc1ccc(NC(=O)Cn2c3ccccc3c3nc4n(c(=O)c32)CCS4)cc1 is listed as 7	96	102	0	104	97	106	7
CCN1C(=O)N(CC)c2cccc3cccc1c23 is listed as 4	107	107	2	107	98	109	-2

Two entries from above, with each value named.
12	O=C(NCCCN1CCOCC1)c1ccccc1NS(=O)(=O)c1ccc(F)cc1
  proCasp3 act: 1; CIT2 TOR yeast: 100; MEP2-GFP yeast: 91; AHR act: 1; RPL19A TOR yeast: 97; LAP4-GFP MLPCN: 102; AGP1-GFP MLPCN: 90; proCasp7 act: 12

13	O=C(N/N=C/c1ccccc1F)NC1CCCCC1
  proCasp3 act: -4; CIT2 TOR yeast: 93; MEP2-GFP yeast: 95; AHR act: 7; RPL19A TOR yeast: 98; LAP4-GFP MLPCN: 92; AGP1-GFP MLPCN: 90; proCasp7 act: 0

Further compounds.
Values run as follows: proCasp3 act	CIT2 TOR yeast	MEP2-GFP yeast	AHR act	RPL19A TOR yeast	LAP4-GFP MLPCN	AGP1-GFP MLPCN	proCasp7 act
21) Clc1ccc(-c2csc3ncnc(N4CCc5ccccc5C4)c23)cc1
→ 11	97	102	-1	104	100	107	11
22) COc1ccc(N(CN2C(=O)C3CC=CCC3C2=O)C(=O)c2ccco2)cc1 (stereo not drawn)
→ 8	102	100	4	96	102	100	7
23) CCOC(CNC(=O)c1nnc(Cc2cc(OC)c(OC)c(OC)c2)o1)OCC
→ 10	90	98	0	98	99	102	5
24) CN(CCOc1cccc(C(F)(F)F)c1)Cc1ccccc1
→ -1	103	100	-1	99	102	106	0
25) COc1cccc(NC(=O)Cn2c3ccccc3c3nc4n(c(=O)c32)CCS4)c1
→ 5	100	95	0	94	98	103	10
26) CC(=O)c1cccc(Nc2nc3ccccc3n3cnnc23)c1
→ 5	104	107	2	104	95	104	-7
27) CCC(C)n1cnc2c(c1=O)c1nc3ccccc3nc1n2-c1ccc2c(c1)OCCO2 (stereo not drawn)
→ 2	106	109	-4	97	96	92	-6
28) O=C(CC1C(=O)NCCN1C1CCCC1)NCc1cccc(OC(F)(F)F)c1 (stereo not drawn)
→ 5	100	96	-1	102	92	98	-3
29) COc1ccc(-c2cnc(N)nc2-c2ccc(OC)cc2)cc1
→ -1	99	99	-1	98	92	90	-11
30) COc1ccc(NS(=O)(=O)c2cc(NC(=O)c3cc(=O)c4ccccc4o3)ccc2OC)cc1
→ -6	132	105	3	106	86	102	-146
31) Cc1nc2ccccc2c(C)c1C(=O)c1ccc(F)cc1
→ 0	115	112	2	106	107	29	1
32) CCOC(=O)c1c(NC(=O)OC)sc2c1CCC2
→ 1	96	102	4	96	94	97	-1
33) CCC(NC(=O)Nc1nnc(C(F)(F)F)s1)(C(F)(F)F)C(F)(F)F
→ 5	103	110	-6	100	102	nt	3
34) O=C1CCC(C(=O)OCc2c(Cl)cccc2Cl)N1 (stereo not drawn)
→ 8	76	91	3	85	89	101	-11
35) CC(=O)n1nc(-c2ccccc2)cc1-c1ccccc1
→ -4	105	105	58*	99	123	99	4
36) O=C1CC(Sc2nnc(-c3ccccc3)o2)C(=O)N1c1ccccc1 (stereo not drawn)
→ -30	94	97	-3	97	110	99	-39
37) Cc1cccn2c(CNC3CCCc4ccccc43)c(C(=O)N3CCCCC3)nc12 (stereo not drawn)
→ 13	100	95	4	96	93	96	6
38) CCOC(=O)c1c(N)sc2c(NC(C)=O)cccc12
→ -10	97	102	21	92	101	101	10
39) CC1(C)OC(=O)C(=NNc2ccc(Br)cc2)C(=O)O1
→ -1	101	101	-2	101	104	95	-1
40) CC(C)CN(Cc1c(O)ccc2ccccc12)CC(C)C
→ -8	99	89	16	95	91	93	-19

5 structures from above, sorted by number of heavy atoms, low to high:
Values run as follows: proCasp3 act	CIT2 TOR yeast	MEP2-GFP yeast	AHR act	RPL19A TOR yeast	LAP4-GFP MLPCN	AGP1-GFP MLPCN	proCasp7 act
35) CC(=O)n1nc(-c2ccccc2)cc1-c1ccccc1
→ -4	105	105	58*	99	123	99	4
17) CCCn1c(Sc2nnnn2-c2ccccc2)n[nH]c1=O
→ 0	97	97	1	92	100	nt	-5
6) COC(=O)CC1C(=O)NCCN1C(=O)c1cc([N+](=O)[O-])ccc1Cl (stereo not drawn)
→ 6	115	108	0	110	85	109	6
30) COc1ccc(NS(=O)(=O)c2cc(NC(=O)c3cc(=O)c4ccccc4o3)ccc2OC)cc1
→ -6	132	105	3	106	86	102	-146
7) CC[C@H]1OC(=O)[C@H](C)[C@@H](O[C@H]2C[C@@](C)(OC)[C@@H](O)[C@H](C)O2)[C@H](C)[C@@H](O[C@@H]2O[C@H](C)C[C@H](N(C)C)[C@H]2O)[C@](C)(O)C[C@@H](C)CN(C)[C@H](C)[C@@H](O)[C@]1(C)O
→ 5	91	105	-1	102	102	96	9

(cont.)
Values run as follows: proCasp3 act	CIT2 TOR yeast	MEP2-GFP yeast	AHR act	RPL19A TOR yeast	LAP4-GFP MLPCN	AGP1-GFP MLPCN	proCasp7 act
41) Cc1cc(C)n(-c2ccc(C(=O)NCC(=O)Nc3cc(Cl)ccc3Cl)cc2)n1
→ -5	98	99	3	101	101	102	-1
42) CCn1c(COc2ccccc2)nnc1SCC(=O)CC(=O)Nc1ccccc1OC
→ -4	98	99	3	98	99	99	-7
43) CCc1c(C)nc(SCC(=O)Nc2cccc(Br)c2)[nH]c1=O
→ 2	nt	89	2	96	85	85	-5
44) CCN(CC)S(=O)(=O)c1cccc(C(=O)N[C@H](C(=O)O)C(C)C)c1
→ -2	110	103	0	99	99	101	2
45) CCC(C)NC(=O)/C=C1\Sc2ccccc2NC1=O (stereo not drawn)
→ 4	108	131	1	108	119	104	-3
46) O=C(NCCN1CCOCC1)c1cc(-c2ccc(Cl)cc2)on1
→ 7	114	102	0	100	106	106	-3
47) CCCN(C1CCS(=O)(=O)C1)S(=O)(=O)c1cc(OC)ccc1OC (stereo not drawn)
→ 9	95	93	-2	93	93	94	-4
48) O=C(Cc1ccc(Br)cc1)N(Cc1ccccc1)c1ccccn1
→ 6	90	107	-1	94	104	105	-12
49) OC1(C2(O)CC(c3ccccc3)ON2)CCCCC1 (stereo not drawn)
→ 4	102	99	0	100	109	102	3
50) COc1ccc(CNC(=O)C/C(C)=N/NC(=O)C23CC4CC(CC(C4)C2)C3)cc1
→ 2	96	90	0	97	99	97	7
51) C=CCNc1nc(Nc2ccc(OC)cc2)nc(OCC)n1
→ 3	88	105	4	93	116	94	-3
52) CC(C)CCn1c(=O)c2sccc2n2c(CCCC(=O)N3CCC(N4CCCCC4)CC3)nnc12
→ -1	102	107	0	99	103	101	-18
